Screening results (PubChem)
Autophagy mod: autophagy modulation, high-content screen | MEF GFP-LC3 puncta imaging; test concentration mostly 10 µM | calls only at 10 µM (by protocol) | actives 0.98% (n = 190,000) | AID 463193;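 active means percentage of spot-positive cells more than 3 SD above its plate mean, without a fluorescence outlier flag or 80% toxicity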;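 further: spot-positive cell cutoff set from DMSO-treated cells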
b-catenin transl: beta-catenin nuclear translocation modulation. actives 0.3% (n = 190,000). HeLa beta-catenin nuclear translocation, immunofluorescence imaging. nuclear translocation activity, % at 5 µM. AID 1665;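 active means nuclear translocation activity above 50% at 5 µM, with a well cell count of 50 or more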;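 further: per-cell ratio of nuclear to cytoplasmic median beta-catenin stain intensity; plate controls were DMSO negative control for no effect and GSK-3 inhibitor IX positive control for full effect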
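test system = HeLa cells, endogenous beta-catenin | dosing = single 5 µM dose plus 0.02–20 µM confirmation series | times = compound treatment 24 h, 37°C, 5% CO2 | technique = beta-catenin immunofluorescence imaging with DAPI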
Salmonella PhoP GFP: inhibitors of PhoP regulon expression, primary screen, Salmonella Typhimurium, GFP reporter (AID 1863) | S. Typhimurium PhoP-regulated promoter GFP reporter, 4 h; higher % means a stronger effect | inhibition, % at 50 µM, or IC50 in µM where a hit was titrated | actives 0.16% (n = 300,000);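 active means inhibition over 29.93%, a cutoff 3 SD above the screen mean, later confirmed by dose response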;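 further: 0% = low Mg2+ inducing control and 100% = high Mg2+ repressing control; strong numbers were not always called active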
Ins promoter up: MIN6 insulin promoter up-regulation. MIN6 insulin promoter-GFP reporter, high-content imaging; hits give high values. z-score at 5 µM. actives 0.3% (n = 190,000). AID 1625;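 active means z-score above 3 at 5 µM with at least 500 cells counted in the well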
MT stabilize HCS: microtubule stabilization, imaging screen | HeLa tubulin immunostaining HCS, 24 h; share of cells brighter than vehicle mean+2SD | % tubulin-high responders, % at 10 µM | actives 0.83% (n = 200,000);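 active means plate Z-score above 3 for both tubulin-high and condensed-nucleus cell shares, with cell loss under 80%, at 10 µM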;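 further: anti alpha tubulin signal scored within the nucleus-defined area of each cell; some results filed as inactive read as strong as hits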
Lipid droplet: hepatic lipid droplet formation modulation; inhibition, % at 6.5 µM; AML12 mouse hepatocytes, oleate lipid droplets, BODIPY imaging; actives 0.4% (n = 240,000); AID 1656;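 active means lipid droplet intensity inhibited by at least 50%, with more than 500 cells counted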
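Assay system: AML12 hepatocytes (mouse) / Also added: 100 µM oleic acid challenge / Times: overnight treatment with compound plus oleate / Detection: high-content imaging of BODIPY-stained droplets and DAPI nuclei / Evaluation: % inhibition of lipid droplet signal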
Dynein transport: dynein cargo transport inhibition; z-score, hits read low; actives 0.47% (n = 220,000); 3617.4 mouse cells, GR-EGFP nuclear translocation imaging; test concentration mostly 20 µM; stimulated with dexamethasone, 1 µM; hits give low values;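 active means plate z-score of nuclear minus cytoplasmic receptor signal below a set negative limit, without overly bright fluorescence or cell loss, cut at about -3.5 in these data, passing the limit was not always enough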;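 further: z-score of nuclear minus cytoplasmic ring GR-EGFP intensity difference per well; some compounds called inactive have numbers as strong as hits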
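Schedule: 48 h induction, then 1 h compound, then 30 min agonist, 37 °C. Buffer or medium: tetracycline-free induction medium containing charcoal-stripped FBS. Reagent: 1.0 µM final dexamethasone stimulus. Evaluation: nuclear versus cytoplasmic GR-EGFP signal, averaged per well. Signal: high-content fluorescence imaging after fixation.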
CSM14.1 death rescue: rescue of cells from ER stress-induced death, primary screen, 384-well, CSM14.1, thapsigargin, ATP luminescence (AID 1222) | 190,000 tested, under 10 active | cellular ATP content (survival), % at 20 µM; hits with a dose series show EC50 in µM | CSM14.1 thapsigargin-induced death rescue, ATP luminescence; higher % means a stronger effect;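 active means EC50 below 50 µM in the dose-response confirmation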;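 further: death triggered by thapsigargin at about 15 µM added after 2 h compound pretreatment; cell ATP read after overnight thapsigargin exposure of roughly 18 to 22 hours; normalized against plate controls of thapsigargin alone and 5% DMSO vehicle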
T cell modulator: T cell immune modulation candidate; 2C CD8+ T cell-vesicle binding, flow cytometry; hits give low values; calls only at 7 µM; actives 0.068% (n = 330,000);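 active means response, share of CD8 T cells binding vesicles, and their 90th percentile fluorescence all below set limits, cut at about 80% in these data, passing the limit was not always enough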
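Assay system – 2C mouse CD8+ T cells · Also added – QL9-loaded Drosophila micro-vesicles · Timing – Cell–vesicle co-incubation 1.5 h at 37 °C, staining 20 min on ice · Signal – flow cytometry of vesicle-bound cells · Measure – percent CD8+ FL2 mean versus row control · Controls – Peptide-free naked vesicles (low) and QL9 vesicles with 0.7% DMSO vehicle (high)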
Dynein transport cytoplasmic EGFP: recorded beside Dynein transport, whose call it bears; z-score; measured here: cytoplasmic GR-EGFP intensity; hits give high values
Dynein transport nuclear GR-EGFP: recorded beside Dynein transport, whose call it bears; z-score; measured here: nuclear GR-EGFP intensity;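 lower value marks the stronger effect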
Dynein transport cell count: also measured in Dynein transport; calls as there; z-score; measured here: cell count per field
Ins promoter up cell count: also measured in Ins promoter up; calls as there; cell count; measured here: cytotoxicity, nuclei count;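 total cells summed across four imaged fields per well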
Lipid droplet cells 6.5 µM: recorded beside Lipid droplet, whose call it bears; cell count; measured here: cell count, cytotoxicity flag;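 cells counted across two imaged fields per well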
b-catenin transl cell count 5 µM: second read-out of b-catenin transl, no call of its own (marks repeat the call); cell count; measured here: cell count, cytotoxicity flag
T cell modulator vesicle-bound %: second read-out of T cell modulator, no call of its own (marks repeat the call); double positive events, %; measured here: CD8+ vesicle-bound cell fraction;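 binding gate set so that unloaded-vesicle control wells show 10% double positive cells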
MT stabilize HCS Hoechst-high %: second read-out of MT stabilize HCS, no call of its own (marks repeat the call); % Hoechst-high responders; measured here: nuclear condensation Hoechst responders;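 share of cells brighter than vehicle mean plus two SD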
MT stabilize HCS cytotoxicity %: further read-out of MT stabilize HCS, marked with its call; toxicity, %; measured here: cytotoxicity by cell density;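 0% = mean cell density of plate MIN control wells and 100% = no cells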
Autophagy mod cell loss 18 h: also measured in Autophagy mod; calls as there; toxicity, %; measured here: cell loss, nuclei count;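 cell loss after 18 h compound exposure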
* marks the source's active call; other numbers are inactive results; i = inactive; · = no result given.

Order of values: Autophagy mod	Autophagy mod cell loss 18 h	b-catenin transl	b-catenin transl cell count 5 µM	Salmonella PhoP GFP	Ins promoter up	Ins promoter up cell count	MT stabilize HCS	MT stabilize HCS Hoechst-high %	MT stabilize HCS cytotoxicity %	Lipid droplet	Lipid droplet cells 6.5 µM	Dynein transport	Dynein transport cytoplasmic EGFP	Dynein transport nuclear GR-EGFP	Dynein transport cell count	CSM14.1 death rescue	T cell modulator	T cell modulator vesicle-bound %
- CCOC(=O)c1cn(CC(=O)Nc2ccc(C)cc2)nn1
  i	-2.4	1.3	1363	4.0%	-0.36	1488	6.4	2.1	5.1	·	·	0.387	0.00662	0.412	-0.0604	-1.4%	i	57.0
- Cc1oc2nc(SCC(=O)N3CCCCC3)nc(N)c2c1C
  i	11.9	-0.7	938	9.8%	·	·	2.3	4.3	9.7	-0.1	504	-0.735	-0.162	0.4	-1.25	-1.6%	i	31.2
- CN(Cc1ccccn1)Cc1nc(Cc2ccccc2Cl)no1
  i	4.6	-0.1	1556	-5.7%	·	·	1.2	1.9	1.8	2.2	681	-0.216	-0.257	0.187	0.455	0.6%	i	52.4
- Cc1ccc(C(=O)c2ccc(C(F)(F)F)cc2)cc1
  i	2.8	0.9	1028	-3.9%	·	·	3.6	3.0	11.1	4.0	767	-0.273	-0.269	-0.156	2.22	-1.3%	i	43.7
- Cc1ccc(OCC(=O)n2nc(C)cc2C)c(Br)c1
  i	-9.7	-1.3	1128	-0.1%	·	·	4.9	2.2	6.4	-4.5	710	0.936	-0.201	0.598	-0.595	-2.2%	i	14.3
- Cn1c(=O)n(CC(=O)Nc2cccnc2)c2ccccc21
  i	0.4	·	·	·	·	·	3.1	1.7	0.0	·	·	0.663	-0.237	0.362	0.384	·	i	23.9
- O=C(Nc1ncc2c(n1)-c1ccccc1CC2)c1ccc(F)cc1
  i	4.0	·	·	-3.3%	·	·	1.0	1.0	5.6	·	·	·	·	·	·	1.3%	i	36.9
- CCOc1ccc(NS(=O)(=O)c2ccc3[nH]cc(C(=O)NCC4CCCO4)c(=O)c3c2)cc1 (stereo unspecified)
  i	9.8	-4.1	1352	16.5%	·	·	2.9	1.4	6.1	-5.6	720	0.0507	-0.269	0.195	-0.00228	1.2%	i	28.9
- Cc1ccc(-c2nc(C#N)c(N3CCCCC3)o2)cc1
  i	4.4	·	·	2.2%	-0.04	925	1.4	4.7	11.3	·	·	-1.92	-0.25	-1.06	0.328	-1.0%	i	41.5
- COc1cc(CNCCC2CCOC(C)(C)C2)ccc1O (stereo unspecified)
  i	3.6	2.2	1429	-7.1%	0.08	1257	5.7	2.8	4.2	·	·	1.36	-0.00915	1.2	-0.741	-1.4%	i	15.0
- CC(C)n1c(SCC(=O)NCc2ccco2)nc2c1c(=O)n(C)c(=O)n2C
  i	-16.6	-1.7	1216	-6.5%	0.19	894	4.6	2.8	0.8	-0.1	755	0.136	-0.27	0.137	-0.379	-2.9%	i	21.2
- Cc1cc(Cl)ccc1OC(C)C(=O)NCCc1ccc2c(c1)OCCO2 (stereo unspecified)
  i	-4.6	-0.8	520	1.1%	0.06	1314	2.2	1.8	10.3	7.3	658	-0.459	-0.0388	-0.297	0.809	1.5%	i	60.2
- Nc1c(Sc2ccccc2)c(=O)[nH]c(=O)n1Cc1ccccc1
  i	-0.8	·	·	·	·	·	2.2	2.1	8.5	·	·	-0.846	-0.00137	-0.178	0.195	·	i	10.2
- Cc1nc(C(=O)Nc2ccc(F)cc2)nn1-c1ccc([N+](=O)[O-])cc1
  i	-21.7	-1.1	1182	-0.5%	0.4	1834	3.4	2.0	7.1	-3.3	629	0.123	-0.221	-0.128	0.539	2.5%	i	22.7
- CCOC(=O)NNc1ccc2nonc2c1[N+](=O)[O-]
  ·	·	-2.1	1112	-4.0%	0.02	1337	·	·	·	-3.5	687	0.533	-0.279	0.202	-0.266	·	i	31.5
- CNS(=O)(=O)c1cccc(C(=O)OCC(=O)Nc2ccc(OC)cc2[N+](=O)[O-])c1
  i	5.7	-4.1	1087	1.6%	1.57	1595	1.7	2.0	4.5	12.5	687	-0.718	-0.361	-0.58	0.505	-0.5%	i	51.9
- Clc1ccc2c(c1)C(C1=NCCN1)c1ccccc1CS2 (stereo unspecified)
  i	27.3	·	·	10.4%	-0.4	1396	24.1*	20.2*	58.1*	-77.3	385	1.08	-0.222	0.523	-0.696	0.2%	i	12.4
- CCCNc1nc2c(c(=O)n(C)c(=O)n2C)n1Cc1ccc(F)cc1
  i	16.4	-1.1	974	3.1%	-1.99	1289	3.0	3.1	4.1	-26.9	671	-0.00364	-0.049	0.163	-0.974	4.8%	i	34.6
- CC(C)(C)NS(=O)(=O)c1ccc(CCC(=O)NCc2cccnc2)cc1
  i	17.6	-8.2	1107	-1.4%	·	·	2.1	2.1	8.1	0.2	802	0.867	-0.248	0.5	1.19	-1.6%	i	21.2
- Cc1ccc(S(=O)(=O)NNC(=O)C(O)(c2ccccc2C)c2ccccc2C)cc1
  i	-1.0	-2.1	980	-0.2%	0.42	2309	6.0	2.2	11.1	-6.9	647	-0.146	-0.302	-0.452	0.199	-5.7%	i	35.1

Order of values: Autophagy mod	Autophagy mod cell loss 18 h	b-catenin transl	b-catenin transl cell count 5 µM	Salmonella PhoP GFP	Ins promoter up	Ins promoter up cell count	MT stabilize HCS	MT stabilize HCS Hoechst-high %	MT stabilize HCS cytotoxicity %	Lipid droplet	Lipid droplet cells 6.5 µM	Dynein transport	Dynein transport cytoplasmic EGFP	Dynein transport nuclear GR-EGFP	Dynein transport cell count	CSM14.1 death rescue	T cell modulator	T cell modulator vesicle-bound %
- CC1(C)CC(=O)C(C=Nc2ccccc2)=C(O)C1
  i	-4.4	-1.2	1435	17.5%	0.59	1655	3.8	2.8	12.7	·	·	0.356	-0.191	0.37	-0.395	-2.4%	i	8.5
- CCOC(=O)c1c(-c2cccs2)csc1NC(=O)CN1CCOCC1
  i	5.3	-1.5	1072	-5.4%	0.69	1333	3.1	1.7	9.9	-3.1	687	-1.16	0.274	-0.196	0.709	·	i	18.6
- O=C(N/N=C/c1cccc([N+](=O)[O-])c1)c1ccc(COc2ccccc2-c2ccccc2)cc1
  i	11.9	-2.9	1133	2.7%	-0.94	1291	1.7	1.5	4.6	-1.7	647	1.81	-0.148	0.991	-1.92	4.1%	i	30.4
- CCN(CC)c1ccc(C(=O)OCC(=O)Nc2ccc3[nH]c(=O)[nH]c3c2)cc1
  i	15.3	0.8	1577	-9.0%	-0.02	1443	1.5	3.4	9.4	·	·	1.19	0.0643	1.21	-1.33	0.3%	i	52.2
- O=C(Oc1ccc(F)cc1C(=O)/C=C/c1cccs1)c1cccc([N+](=O)[O-])c1
  i	-4.1	0.1	894	-9.6%	-0.07	1282	16.1	7.3	23.5	·	·	-0.867	0.207	-0.523	-0.734	-3.1%	i	55.1
- CCCn1c(N2CCN(CC(=O)Nc3ccc4c(c3)OCCO4)CC2)nc2ccccc21
  i	2.3	0.4	1054	1.2%	·	·	2.2	2.2	20.2	-2.3	725	0.574	-0.285	0.649	0.858	0.0%	i	26.8
- Nc1nc(SCC(=O)c2ccc(Br)s2)n[nH]1
  i	-10.7	-2.3	957	-2.2%	·	·	3.8	2.9	6.9	9.1	680	-1.17	-0.228	-0.739	0.453	-0.2%	i	65.5
- O=C1c2cccnc2C(=O)N1Cc1ccco1
  i	2.4	-3.3	946	-1.6%	·	·	2.0	2.3	8.0	·	·	0.602	-0.258	0.941	-0.675	-0.5%	i	30.1
- COc1ccc(C)cc1NC(=O)COC(=O)c1ccc(OCc2ccc(Cl)cc2Cl)c(OC)c1
  i	-4.5	-2.1	577	-5.3%	0.09	1363	3.2	2.7	9.2	-15.6	620	-0.0374	-0.313	0.115	-0.316	-2.4%	i	54.5
- CC(C)CCNC(=O)c1cccnc1Sc1ccccc1
  i	7.2	-2.4	1166	3.4%	-0.03	1465	3.1	1.8	11.8	15.0	640	0.363	-0.231	0.309	-0.586	1.5%	i	35.8
- CCC1CCc2sc(C(=O)O)cc2C1 (stereo unspecified)
  i	-3.5	-4.1	944	-25.0%	-0.31	1188	8.4	2.6	4.1	·	·	0.0551	-0.3	-0.0308	-0.114	-0.5%	i	9.0
- Cc1cccc2cc(CN(CCN3CCOCC3)C(=O)NCc3ccccc3)c(=O)[nH]c12
  i	1.6	-4.1	1182	-10.2%	-0.98	881	4.0	2.7	9.2	5.7	754	0.134	-0.175	0.37	-0.607	-2.6%	i	12.5
- CC1(C)CC(=O)C2=C(C1)OC(N)=C(C#N)C2C#Cc1ccccc1 (stereo unspecified)
  i	14.3	-3.5	937	-14.1%	2.36	1073	3.1	1.6	11.8	·	·	-5.37*	1.08*	-2.31*	0.457*	-3.2%	i	39.7
- CCOc1ccc2nc3ccc4[nH]onc4c3c2c1
  i	-4.4	·	·	·	·	·	2.7	3.1	6.1	·	·	-0.0446	-0.278	-0.0109	0.659	·	i	42.2
